GLA spleen mod = inhibitors or activators of human alpha-galactosidase in spleen homogenate. P06280. human spleen homogenate, 4MU-alpha-Gal fluorescence, 40 min. Potency, µM (doses to about 80 µM), inactives show top-dose activity change, negative = inhibition, usual class: inhibitors. actives 0.008% (n = 240,000);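 note: potency is the fitted concentration of half-maximal effect; 0% = enzyme with vehicle and -100% = no enzyme basal signal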
Target sequence (P06280 32-429 limits assumed): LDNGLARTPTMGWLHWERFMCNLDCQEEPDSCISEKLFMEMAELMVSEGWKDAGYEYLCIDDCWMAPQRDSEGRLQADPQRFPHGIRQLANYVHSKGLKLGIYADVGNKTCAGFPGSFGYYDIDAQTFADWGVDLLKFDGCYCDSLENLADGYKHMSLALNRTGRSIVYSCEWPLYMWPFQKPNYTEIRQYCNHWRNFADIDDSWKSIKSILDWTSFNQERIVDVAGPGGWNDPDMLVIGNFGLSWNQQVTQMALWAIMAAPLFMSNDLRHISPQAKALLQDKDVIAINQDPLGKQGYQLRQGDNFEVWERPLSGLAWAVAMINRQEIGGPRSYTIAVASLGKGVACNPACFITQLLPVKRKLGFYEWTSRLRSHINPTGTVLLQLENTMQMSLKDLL
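qHTS titration in buffer at pH 5.0. Alpha-galactosidase activity in spleen homogenate was measured via 4-methylumbelliferone release from 1 mM fluorogenic substrate after 40 min at 37C and a pH 10 stop. AC50 came from Hill fits of control-normalized data.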
NPSR antag = neuropeptide S receptor (human) antagonism, cAMP; Q6W5P4; CHO-NPSR cells, cAMP TR-FRET, antagonist mode; Potency, µM (doses to about 38.3 µM), inactives show at the top dose activity change, negative = inhibition, actives largely listed as inhibitors; actives 1% (n = 220,000); AID 1461; note: potency is the fitted concentration of half-maximal effect; % is set by controls: 0 for no effect and ±100 for the full control effect; nearly all actives have a fitted effect of over 50% in size; many of its hits are not listed in these tables
Target sequence (Q6W5P4 whole entry, looked up): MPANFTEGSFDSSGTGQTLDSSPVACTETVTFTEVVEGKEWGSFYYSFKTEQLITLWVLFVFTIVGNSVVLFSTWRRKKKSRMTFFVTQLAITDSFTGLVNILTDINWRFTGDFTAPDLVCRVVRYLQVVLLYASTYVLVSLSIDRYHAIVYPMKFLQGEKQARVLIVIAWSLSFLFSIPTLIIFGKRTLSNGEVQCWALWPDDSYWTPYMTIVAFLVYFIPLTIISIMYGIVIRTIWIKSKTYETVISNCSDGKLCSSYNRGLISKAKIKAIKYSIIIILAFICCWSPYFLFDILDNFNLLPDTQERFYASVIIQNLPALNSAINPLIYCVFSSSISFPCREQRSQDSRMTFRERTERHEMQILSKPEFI
Epigenetic reg = regulators of epigenetic silencing causing reporter derepression in mouse cells. Potency, µM (series often up to 53.9 µM), without a hit: top-dose GFP activation, most hits filed as activators. murine LDR cells, GFP reporter derepression, 30 h. actives 0.2% (n = 280,000); note: potency is the fitted concentration of half-maximal effect; % of control where 0% means no effect; nearly all actives have a fitted effect of over 60% in size
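Derepression of a silenced CMV-GFP reporter in murine LDR cells is scored by enumerating GFP-positive cells with a laser-scanning microplate cytometer after 30 hours of treatment at 37 C.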
CBFb RUNX1 block = blocks binding between human CBF-beta and RUNX1; Q01196+Q13951; AlphaScreen CBFb-His/RUNX1-biotin binding, biochemical; Potency, µM (series often up to 59.8 µM), for inactives: at the top dose activity, negative = inhibition, actives largely listed as inhibitors; 230,000 tested, under 10 active; note: % of control where 0% means no effect
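Room-temperature protein-protein interaction test with 30 nM each of His-tagged CBF-beta and biotinylated RUNX1, 15 min with compound, then 90 min with nickel plus streptavidin beads. Signal read in AlphaScreen mode.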
Tau fibril FP = tau fibrillization inhibition (FP). K18 P301L tau heparin fibrillization, Alexa594 FP, 6 h. actives 0.39% (n = 280,000). Potency, µM (top dose mostly 57.7 µM), without a hit: top-dose activity, negative = inhibition, most hits filed as inhibitors; note: potency is the fitted concentration of half-maximal effect; % is set by controls: 0 for no effect and ±100 for the full control effect; nearly all actives have a fitted effect of over 55% in size
Target sequence (P10636 561-689 P618L limits assumed): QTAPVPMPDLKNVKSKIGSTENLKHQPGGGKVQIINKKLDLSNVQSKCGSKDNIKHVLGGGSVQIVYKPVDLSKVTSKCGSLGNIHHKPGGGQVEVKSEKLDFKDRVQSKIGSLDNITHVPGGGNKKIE
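Human tau K18 […] P301L fragment, 15 uM unlabeled plus 0.24 uM Alexa 594-labeled tau (final), with compound and 20 uM heparin in 100 mM sodium acetate pH 7; 6 hr at 37 C, then Alexa 594 FP read.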
TR SRC2 fluor cs = counter-screen for TRb-SRC2 inhibitors: fluorescence interference; TRb/SRC2 Texas Red total fluorescence interference; Potency, µM (doses to about 106 µM), for the others: at the top dose fluorescence change, negative = quenching; actives 0.29% (n = 280,000); AID 1479; active = well fitted curve in either direction with a large enough effect; inconclusive = small, poorly fitted or top-dose-only effect; note: potency is the fitted concentration of half-maximal effect; % is set by controls: 0 for no effect and ±100 for the full control effect
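Human TRβ ligand-binding domain (0.6 uM) and Texas Red SRC2 peptide (20 nM) in Tris buffer with 1 uM T3 and 5% DMSO were incubated with pinned compound for 5 hr at ambient temperature. Total fluorescence was computed as S + 2P (555/632 nm).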
TRb-SRC2 inh = inhibitors of human thyroid hormone receptor beta-SRC2 interaction | Potency, µM (doses to about 106 µM), inactives show at the highest dose activity change, negative = inhibition, actives largely listed as inhibitors | actives 0.065% (n = 280,000) | TRbeta-SRC2 peptide binding, fluorescence polarization; receptor liganded with 1 µM T3 | P10828 | AID 1469;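 note: potency is the fitted concentration of half-maximal effect; plate controls were bound peptide for no effect and peptide without receptor for full effect; nearly all actives have a fitted effect of over 50% in size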
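Fluorescence polarization of 20 nM Texas Red SRC2 peptide with 0.6 uM human TRb ligand-binding domain, in Tris buffer with 1uM T3 and 5% DMSO. Incubated 5 hr ambient; normalized to unbound and bound controls.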
Tau fluor counter = counter-screen for tau fibril formation inhibitors; actives 0.93% (n = 280,000); Potency, µM (highest dose often 57.7 µM), inactives show at the highest dose activity change, negative = decrease; tau K18 P301L Alexa594 fluorescence, heparin fibrillization; note: potency is the fitted concentration of half-maximal effect; % is set by controls: 0 for no effect and ±100 for the full control effect; nearly all actives have a fitted effect of over 55% in size
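Human tau K18 P301L (15 uM unlabeled, 0.24 uM Alexa 594-labeled) in 100 mM sodium acetate pH 7 with 20 uM heparin, 6 hr at 37 C. ThT 30 uM added, 1 hr ambient; Alexa 594 FP and total fluorescence read at 555/632 nm.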
* hit, by the source's call; u = inconclusive; x = no result given; [ ] = remark or other dose. Unless noted, calls come from the whole dose curve; as a rule, active = well fitted curve in the direction sought with a large enough effect; inconclusive = small, poorly fitted or top-dose-only effect, or another doubt; inactive = no such curve, though single readings can be large; an effect the other way counts as inactive or inconclusive.

Labels used below – A = GLA spleen mod; B = NPSR antag; C = Epigenetic reg; D = CBFb RUNX1 block; E = Tau fibril FP; F = TR SRC2 fluor cs; G = TRb-SRC2 inh; H = Tau fluor counter
Compound: Cc1c(CNC(=O)c2cnn3c2NC(c2ccccc2)CC3C(F)(F)F)cnn1C (stereo unspecified)
  A = -3%	B = -18%[46.1 µM]	C = -0.4%	D = -1%	E = 6%	F = -3%	G = -2%	H = 4%

Compound: O=C(O)C1CC1C(=O)Nc1cc(F)ccc1F (stereo unspecified)
  A = 5%	B = -2%	C = -0.7%	D = 7%	E = -2%	F = 0%	G = -2%	H = -2%

Compound: O=C(O)c1cccc(Cn2cc(Br)cn2)c1
  A = -6%	B = -3%[46.1 µM]	C = -3.7%	D = 4%	E = 4%	F = -1%	G = 3%	H = 1%

Compound: N#C[C@H]1[C@H](c2ccccc2)[C@](C#N)(C(=O)c2ccccc2)[C@@H]2C=Cc3ccccc3N21
  A = 6%	B = u	C = 2.7%	D = u	E = 2%	F = 0%	G = 8%	H = 3%

Compound: CCOc1ccc(NC(=O)c2sc3nc(-c4ccc(OC)cc4)cn3c2C)cc1
  A = x	B = x	C = 0.0%	D = x	E = 2%	F = -7%	G = -1%	H = 4%

Compound: Cc1cc(C)n2nc(SCC(=O)Nc3cc(Cl)ccc3C)nc2n1
  A = x	B = x	C = 6.5%	D = x	E = -7%	F = -22%	G = -1%	H = -1%

Compound: O=C(O)c1cc2n(n1)C(C(F)(F)F)CC(c1ccccc1)N2 (stereo unspecified)
  A = -13%	B = -4%[46.1 µM]	C = -0.9%	D = 5%	E = 8%	F = -1%	G = -2%	H = -1%

Compound: CSc1nsc(SCC(=O)N2CCc3ccccc32)n1
  A = 0%	B = -19%[46.1 µM]	C = 0.5%	D = 5%	E = -7%	F = -5%	G = -1%	H = -11%

Compound: Cc1ccccc1C(=O)Nc1nc(-c2cccnc2)cs1
  A = -4%	B = -13%	C = 3.6%	D = -15%	E = -7%	F = -5%	G = 2%	H = -29%

Compound: Cc1cccc(/C=N/N2CCN(c3ccccc3)CC2)c1
  A = 3%	B = 3%	C = 0.0%	D = -15%	E = 2%	F = 1%	G = -5%	H = -14%

Compound: S=C(NCC1CCCO1)Nc1ccccc1 (stereo unspecified)
  A = 9%	B = -5%	C = 1.5%	D = 5%	E = -2%	F = -1%	G = 14%	H = -7%

Compound: Cc1ccc(-n2ncc3c(=O)n(CC(=O)NC4CCCC4)cnc32)cc1C
  A = -12%	B = -6%[46.1 µM]	C = 0.9%	D = 0%	E = -3%	F = 5%	G = 6%	H = -5%

Compound: O=C(CSc1nccc(=O)[nH]1)c1ccco1
  A = 2%	B = 5%	C = 0.0%	D = -9%	E = -10%	F = 0%	G = 3%	H = -9%

Compound: Cn1c(SCc2ccccc2F)nc2c([nH]c3ccccc32)c1=O
  A = x	B = x	C = 0.0%	D = x	E = -2%	F = -3%	G = -5%	H = -10%

Compound: CCC1CCCCN1C(=S)NC(=O)c1ccc([N+](=O)[O-])cc1 (stereo unspecified)
  A = 0%	B = -11%	C = u	D = -1%	E = 8%	F = -6%	G = 4%	H = -13%

Compound: CCCCCNc1nc2c(-c3ccccc3)nnn2c2ccccc12
  A = x	B = x	C = 1.3%	D = x	E = -10%	F = 1%	G = -4%	H = -11%

Compound: CCS(=O)(=O)c1ccccc1C(=O)Nc1ccc(-c2nc3ccccc3s2)cc1
  A = x	B = x	C = -1.4%	D = x	E = u	F = 1%	G = 2%	H = u

Compound: CC(C)COc1ccc(C(=O)N2CCCCC2CCN2CCOCC2)cc1 (stereo unspecified)
  A = x	B = x	C = -0.8%	D = x	E = 1%	F = -2%	G = -5%	H = 5%

Compound: Cc1ccc(-n2c(COCC(=O)O)nc3cccnc32)cc1
  A = x	B = x	C = -0.3%	D = x	E = 7%	F = 0%	G = 1%	H = 6%

Compound: CCOc1ccc(NC(=O)Cn2cc(C(=O)c3ccc(OCC)cc3)c(=O)c3cc4c(cc32)OCCO4)cc1
  A = x	B = x	C = 20µM*	D = x	E = -3%	F = -3%	G = 6%	H = -22%

Compound: O=C(c1ccccc1)c1nc[nH]c1C(=O)Nc1ccccn1
  A = -6%	B = -9%[46.1 µM]	C = 5.1%	D = 10%	E = -8%	F = -7%	G = -5%	H = -10%

Compound: CC1(C)Oc2ccc(C(=O)NN)cc2NC1=O
  A = -15%	B = 14%	C = -0.1%	D = 1%	E = 2%	F = 1%	G = -4%	H = -5%

Compound: C=Cc1ccc(Cn2c(C(=O)O)c(CNCc3ccccc3)c3ccc(OC)cc32)cc1
  A = x	B = x	C = -2.4%	D = x	E = 0%	F = 1%	G = -3%	H = -20%

Compound: COc1ccc2c(-c3ccccc3)cc(SC(C)C(N)=O)nc2c1 (stereo unspecified)
  A = 1%	B = u	C = 0.0%	D = 14%	E = -16%	F = -2%	G = -7%	H = -24%

Compound: COc1ccc(OC)c(NC(=O)Nc2cccc(Cn3cccn3)c2)c1
  A = 5%	B = -1%[46.1 µM]	C = -0.9%	D = 4%	E = 21%	F = -1%	G = -24%	H = u

Compound: CCN(CC)S(=O)(=O)c1cccc(C(=O)NC(Cc2c[nH]c3ccccc23)c2nnc3n2CCC3)c1 (stereo unspecified)
  A = -3%	B = 8%	C = 0.0%	D = -2%	E = 1%	F = -1%	G = 2%	H = -4%

Compound: CCC1(C)Cc2c(C#N)c(N)n(N)c(=S)c2CO1 (stereo unspecified)
  A = -2%	B = 11%[46.1 µM]	C = 0.9%	D = 9%	E = 7%	F = 0%	G = -14%	H = -1%

Compound: O=C(NC1CC1)c1nc2c(nnn2Cc2ccccc2Cl)c(=O)[nH]1
  A = 5%	B = u	C = 1.2%	D = 4%	E = 2%	F = 0%	G = 7%	H = -1%

Compound: Cc1cc(C)n2nc(C(=O)Nc3ccc(N4CCOCC4)cc3)nc2n1
  A = -2%	B = -21%[46.1 µM]	C = 1.5%	D = 0%	E = 7%	F = -2%	G = -10%	H = -7%

Compound: COc1ccc(CCNc2oc(-c3cccc4ccccc34)nc2P(=O)(OC)OC)cc1OC
  A = u	B = -13%[46.1 µM]	C = 0.0%	D = 11%	E = u	F = 1%	G = 7%	H = -13%

Compound: Cn1c(SCC(=O)c2ccc3c(c2)Cc2ccccc2-3)nnc1-c1ccccc1
  A = 2%	B = -19%[46.1 µM]	C = -0.9%	D = -5%	E = -7%	F = -4%	G = 0%	H = -4%

Compound: Cc1ccc(Nc2nc(CSc3nnc(-c4ccccc4)n3C)cs2)cc1
  A = 4%	B = -12%	C = -1.2%	D = -21%	E = 11%	F = -1%	G = 0%	H = -22%

Compound: COc1cccc(S(=O)(=O)N2CCN(c3ccccc3F)CC2)c1
  A = 1%	B = -12%[46.1 µM]	C = -2.1%	D = 20%	E = 2%	F = 1%	G = -10%	H = -22%

Compound: CCOC(=O)c1nc(Nc2ccccc2)c2ccccc2n1
  A = 4%	B = -6%[46.1 µM]	C = -4.5%	D = -2%	E = -9%	F = 0%	G = -1%	H = -13%

Compound: c1ccc2c(CCNc3ncnc4nc[nH]c34)cccc2c1
  A = 3%	B = -12%[46.1 µM]	C = -1.2%	D = 7%	E = -12%	F = -1%	G = -5%	H = -18%

Compound: CCNC(=O)NC(=O)C(C)Sc1nnc(COc2ccccc2Cl)o1 (stereo unspecified)
  A = -8%	B = -5%[46.1 µM]	C = 0.0%	D = -5%	E = -4%	F = -2%	G = -14%	H = -12%

Compound: CSc1ccccc1C(=O)NCc1ccc(C)cc1
  A = 2%	B = 4%	C = 0.0%	D = 1%	E = 0%	F = 1%	G = -5%	H = -7%

Compound: CCc1ccc(S(=O)(=O)Nc2ccc3c(c2)sc(=O)n3C)cc1
  A = x	B = x	C = 5.1%	D = x	E = -13%	F = -2%	G = -3%	H = u

Compound: Cc1ccc(-n2nc(CO)c(C(=O)NCc3cccnc3)n2)cc1C
  A = x	B = x	C = 0.0%	D = x	E = -9%	F = 1%	G = 5%	H = -8%

Compound: CCOC(=O)c1c(NC(=O)CSC(=S)N(C)C)sc(C)c1C
  A = -11%	B = -24%	C = 0.1%	D = 12%	E = -9%	F = -1%	G = -3%	H = -30%

Compound: O=[N+]([O-])c1ccc(/C=N/n2c(COc3ccccc3)n[nH]c2=S)cc1
  A = 8%	B = -25%[46.1 µM]	C = -0.6%	D = -20%	E = 4%	F = 0%	G = -7%	H = -18%

Compound: Cc1csc(NC(=O)c2ccc(N3CCCC3=O)cc2)n1
  A = -3%	B = 1%	C = -2.2%	D = -6%	E = -2%	F = -2%	G = 6%	H = -3%

Compound: CC(C)C(O)(C#CCN1CCCC1)c1ccccc1 (stereo unspecified)
  A = -5%	B = 3%[46.1 µM]	C = 12%	D = 3%	E = -3%	F = -7%	G = 2%	H = -6%

Compound: O=C(CCc1nc2ccccc2c(=O)[nH]1)OCC(=O)N1CCc2ccccc21
  A = 5%	B = 8%	C = 5.4%	D = 2%	E = -1%	F = 1%	G = 4%	H = -11%

Filtered by structure, those above containing two or more sulfur atoms.
Labels used below – A = GLA spleen mod; B = NPSR antag; C = Epigenetic reg; D = CBFb RUNX1 block; E = Tau fibril FP; F = TR SRC2 fluor cs; G = TRb-SRC2 inh; H = Tau fluor counter
Compound: CSc1nsc(SCC(=O)N2CCc3ccccc32)n1
  A = 0%	B = -19%[46.1 µM]	C = 0.5%	D = 5%	E = -7%	F = -5%	G = -1%	H = -11%

Compound: CCS(=O)(=O)c1ccccc1C(=O)Nc1ccc(-c2nc3ccccc3s2)cc1
  A = x	B = x	C = -1.4%	D = x	E = u	F = 1%	G = 2%	H = u

Compound: Cc1ccc(Nc2nc(CSc3nnc(-c4ccccc4)n3C)cs2)cc1
  A = 4%	B = -12%	C = -1.2%	D = -21%	E = 11%	F = -1%	G = 0%	H = -22%

Compound: CCc1ccc(S(=O)(=O)Nc2ccc3c(c2)sc(=O)n3C)cc1
  A = x	B = x	C = 5.1%	D = x	E = -13%	F = -2%	G = -3%	H = u

Compound: CCOC(=O)c1c(NC(=O)CSC(=S)N(C)C)sc(C)c1C
  A = -11%	B = -24%	C = 0.1%	D = 12%	E = -9%	F = -1%	G = -3%	H = -30%

These rows are one share of the data; count on the stated rates, not on these rows.
